# esBAF inh – inhibitors of esBAF chromatin remodeling in mouse ES cells. 2% of 350,000 active. reporter increase, % at 12.5 µM. Bmi1-luciferase knock-in reporter, 24 h; 100% = twice the neutral-well signal; in the data active means activation above about 40%;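 further: 0% = median of the plate's neutral control wells and 100% = double that signal; a rise in the Bmi1 reporter signal indicates esBAF inhibition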
# miR122 inh – miR-122 inhibition in Huh7 cells. Huh7 miR-122 Renilla luciferase sensor, 48 h; neutral wells = 0, positive control = 100. activation (reporter increase), % at 12.5 µM. 0.3% of 340,000 active. AID 602342;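 active means mean replicate activation score at least 90 and every replicate individually at or above 90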;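 further: higher luciferase means less miR-122 activity so hits act as miR-122 inhibitors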
# C2C12 statin – suppressors of simvastatin-induced myotoxicity in C2C12 myotubes. ATP luminescence, 48 h; scaled: DMSO 0, geranylgeraniol control 100. rescue of ATP level, % at 7.49 µM. 0.78% of 330,000 active;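 active means mean ATP rescue above about 67%, or every replicate alone reaching that limit, limit read from the data, passing the limit was not always enough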;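 further: myotubes were challenged with 10 µM simvastatin during compound exposure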
# ARNT TACC3 PPI – disrupts binding between human ARNT and TACC3 | inhibition, % at 9.99 µM | 0.66% of 390,000 active | Q9Y6A5 | AID 623870 | AlphaScreen His-ARNT PAS-B/GST-TACC3 binding, luminescence; TACC3 fragment carries E629A point mutation;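 active means mean inhibition of replicates at least 50% and at least half of replicates each reaching 50%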;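 further: 0% = complete ARNT plus TACC3 wells and 100% = ARNT alone without TACC3; many hits fall short of the cut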
# Cneo AK release – causes C. neoformans cell lysis; AID 651654; lysis activity, % at 15 µM; adenylate kinase release luminescence, 4 h; normalised: neutral wells 0, clomiphene wells 100; 0.2% of 360,000 active;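 active means mean lysis activity across replicates of at least 80%, whatever share of replicates individually reach that level; inactive means mean lysis activity below 80%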
#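 Material: C. neoformans cells; Schedule: 4 h static compound exposure, 37 °C, read 1 h post-reagent; Measured by: adenylate kinase release luminescence; Read-out: signal increase indicating cell lysis; Controls: Clomiphene as positive lysis control.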
# SIRT5 inh – inhibitors of human sirtuin-5 desuccinylase | Q9NXA8 | Purified SirT5, succinyl-peptide AMC, trypsin-coupled fluorescence | inhibition, % at 15 µM | 1.1% of 330,000 active; in the data active means inhibition above about 15%
# Target sequence (Q9NXA8 whole entry, looked up): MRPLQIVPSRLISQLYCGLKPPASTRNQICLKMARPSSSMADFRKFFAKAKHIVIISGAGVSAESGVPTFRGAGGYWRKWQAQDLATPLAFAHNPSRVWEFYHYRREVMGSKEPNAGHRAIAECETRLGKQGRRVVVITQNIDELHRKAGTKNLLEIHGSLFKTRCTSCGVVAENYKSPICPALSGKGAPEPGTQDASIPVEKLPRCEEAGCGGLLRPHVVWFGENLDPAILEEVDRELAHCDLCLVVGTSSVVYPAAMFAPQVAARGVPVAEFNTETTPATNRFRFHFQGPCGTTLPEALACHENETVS
# ERp5 inh – inhibitors of human ERp5; ERp5 insulin aggregation, absorbance 650 nm, 90 min; 0.05% of 350,000 active; Q15084; inhibition, % at 9.99 µM; AID 651711;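 active means mean replicate inhibition above about 25%, with every replicate also reaching it, limit read from the data, passing the limit was not always enough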
# Target sequence (Q15084 whole entry, looked up): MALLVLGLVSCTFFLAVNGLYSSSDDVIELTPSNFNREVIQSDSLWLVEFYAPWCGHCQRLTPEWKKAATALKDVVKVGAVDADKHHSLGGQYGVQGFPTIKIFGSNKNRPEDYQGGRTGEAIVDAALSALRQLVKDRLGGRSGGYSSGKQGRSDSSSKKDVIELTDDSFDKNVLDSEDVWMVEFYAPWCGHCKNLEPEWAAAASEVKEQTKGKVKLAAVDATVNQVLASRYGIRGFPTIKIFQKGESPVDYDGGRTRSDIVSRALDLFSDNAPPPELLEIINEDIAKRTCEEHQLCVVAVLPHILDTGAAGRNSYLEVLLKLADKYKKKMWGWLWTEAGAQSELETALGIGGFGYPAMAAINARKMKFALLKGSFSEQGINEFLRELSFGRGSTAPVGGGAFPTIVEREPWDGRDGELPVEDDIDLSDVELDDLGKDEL
# * = called active by the depositor; . = not tested or not shown; & = joins results of further samples; [ ] = remark or other dose.
nr	Compound	Cneo AK release	ARNT TACC3 PPI	SIRT5 inh	ERp5 inh	miR122 inh	esBAF inh	C2C12 statin
1	COCC(=O)Nc1ccc2c(c1)C(=O)N(C)C[C@@H](OC)[C@H](C)CN(CCc1ccccc1)[C@@H](C)CO2	-8	-1	4	3	.	9	9
2	C[C@@H]1CN([C@@H](C)CO)C(=O)c2cc(-c3ccc(F)cc3)cnc2O[C@H]1CN(C)C(=O)CN(C)C	1	1	2	3	14[16.7 µM]	-2	12
3	COc1ccccc1OC(C)C(=O)Nc1ccccc1C(=O)NCC1CCCO1 (stereo unspecified)	3	-63	3	-1	0	1	2
4	Cc1cc(C)nc(OC(C(=O)O)C(OCC(C)C)(c2ccccc2)c2ccccc2)n1 (stereo unspecified)	2	-4	0	0	3	3	-13
5	COc1ccc(CNC(=O)C(c2ccc(C)cc2)N(Cc2cccs2)C(=O)c2ccc3c(c2)OCCO3)cc1 (stereo unspecified)	1	36	.	.	23	8	46
6	Cc1ccc(NC(=O)Nn2cnnc2)cc1Cl	-7	-4	-1	7	-3	-3	1
7	COc1cccc(C(=O)NC2CCNCC2)c1	3	-12	-4	-1	4	-5	-5
8	O=C(Nc1cccc(C(F)(F)F)c1)c1cc(S(=O)(=O)N2CCCCC2)ccc1N1CCOCC1	-2	2	.	.	-1	9	6
9	COc1cccc(C(NC(C)=O)c2nc(-c3ccncc3)cs2)c1 (stereo unspecified)	1	.	-1	-8	-4	3	-5
10	CCc1ccc(CCN2C(=O)c3ccccc3C2=O)nc1	-2	-4	-6	-4	22	3	28
11	Nc1nnc(SCC(=O)Nc2ccc3nc(SCC(=O)Nc4ccccc4)sc3c2)s1	-2	-2	.	.	-5	.	.
12	CCOCC(=O)Nc1c(C(=O)Nc2ccc(OC)cc2OC)oc2ccccc12	-3	7	.	.	-9	19	-42
13	COc1ccc(-c2cc(-c3ccc(OC)cc3)[nH]n2)cc1	-2	-3	.	.	4	64*	9
14	CS(=O)(=O)Nc1ccc2c(c1)[C@@H]1C[C@H](CC(=O)NCc3ccc(-c4ccccc4)cc3)O[C@@H](CO)[C@@H]1O2	-1	-2	.	.	-2[16.7 µM]	-8	-21
15	O=C(O)CC1CCC(=C(Cl)Cl)C1 (stereo unspecified)	-1	24	-2	-3	-6	-6	31
16	CC1CCCC(NC(=O)c2cc(-c3ccncc3)nc3ccccc23)C1C (stereo unspecified)	0	-3	0	-2	-14	-1	-19
17	O=C(NCc1ccc2c(c1)OCO2)c1ccc(CN2CCOCC2)cc1	0	-5	.	.	0	-3	3
18	C[C@H](CO)N1C[C@H](C)[C@@H](CN(C)CC2CCCCC2)Oc2c(NS(C)(=O)=O)cccc2C1=O	-3	5	3	0	-13[16.7 µM]	-1	-2
19	CCOC(=O)c1c(C)c(C(=O)NCc2cccnc2)c(C)n1CC	.	-3	.	.	2	-9	-3
20	CS(=O)(=O)N1CCN(Cc2cc(=O)n3ccsc3n2)CC1	-1	-5	1	1	1	-7	-2
21	CC(=O)NCCN1C(=O)S/C(=C\c2cccs2)C1=O	-2	1	0	4	-4	20	-9
22	CCC(C(=O)NC1CCCC1)N(C(=O)c1snc(C(N)=O)c1N)c1ccc(C)cc1C (stereo unspecified)	.	-6	0	1	-6	1	-20
23	C=CCn1c(CCC)nc2ccccc21	.	10	-6	1	.	.	.
24	Fc1ccccc1-c1csc(=Nc2cccnc2)n1CCCn1ccnc1	.	11	-10	-6	.	.	.
25	CCOC(=O)N1CCN(C(=O)c2noc(C(C)C)c2[N+](=O)[O-])CC1	-1	-6	2	3	-7	-12	6
26	C[C@@H]1CN([C@@H](C)CO)C(=O)c2cc(NS(=O)(=O)c3ccc(F)cc3)ccc2O[C@@H](C)CCCCO[C@H]1CN(C)C(=O)Nc1cccc2ccccc12	0	-3	-1	1	-1[16.7 µM]	-2	.
27	COC(=O)C1=C(C)NC2=C(C(=O)C(C(=O)OC)C(c3ccc(OC)cc3)C2)C1c1ccccn1 (stereo unspecified)	3	2	.	.	-3	-4	6
28	COc1ccc(CSCC(=O)N/N=C/c2ccccc2O)cc1	.	10	2	8	16	.	.
29	CCOC(=O)CCNC(=O)c1ccc2nc(C3CCCCC3)oc2c1	-1	-11	-4	5	.	4	3
30	CCc1ccccc1NC(=O)CSc1nnc([C@@H](NC(=O)OC(C)(C)C)C(C)C)o1	-6	-9	.	.	3	-11	-10
31	CN1C(=O)c2cc(NC(=O)Cc3cccs3)ccc2OC[C@H]2O[C@@H](CC(=O)N[C@@H]3CCN(Cc4ccccc4)C3)CC[C@@H]21	1	-3	-4	-2	.	-12	12
32	CN1CCC(OC(=O)COc2ccccc2)CC1	1	-1	.	.	-3	0	2
33	C[C@H]1CCCCO[C@H](CN(C)C(=O)Nc2ccc3c(c2)OCO3)[C@@H](C)CN([C@@H](C)CO)C(=O)c2cc(NS(=O)(=O)c3ccc(Cl)cc3)ccc2O1	5	-6	2	-2	-1[16.7 µM]	4	.
34	C[C@@H]1CN([C@H](C)CO)C(=O)c2cccc(NC(=O)C3CC3)c2O[C@H]1CN(C)Cc1ccc(-c2ccccc2)cc1	12	14	8	1	-4[16.7 µM]	3	-15
35	C[C@H](CO)N1C[C@H](C)[C@@H](CN(C)S(=O)(=O)c2cn(C)cn2)OCCCC[C@H](C)Oc2ccc(NC(=O)NC3CCCCC3)cc2C1=O	3	-15	3	-1	0[16.7 µM]	0	.
36	O=C(Nc1cc([N+](=O)[O-])ccc1Cl)C(Sc1ccccc1)c1ccccc1 (stereo unspecified)	.	-19	-7	1	.	.	.
37	COc1cc2c(C#CCCO)c(-c3ccsc3)oc(=O)c2cc1OC	-1	-1	.	-3	-13	-13	-15
38	O=C(C[C@@H]1C[C@H]2c3cc(NS(=O)(=O)c4ccccc4)ccc3O[C@H]2[C@@H](CO)O1)NC1CCCC1	21	-9	-3	0	-1[16.7 µM]	13	-2
39	CNS(=O)(=O)c1cccc(C(=O)OCC(=O)c2ccc[nH]2)c1	-1	4	-1	-1	2	-6	-4
40	O=C(CCS(=O)(=O)c1ccc(F)cc1)Nc1nc(-c2ccccn2)cs1	-1	60*	-4	2	1	-3	-18
41	Cc1cccc(NC(=O)CNc2cc(C)ccc2C)c1	0	-1	.	.	19	-10	0
42	COc1ccc(NC(=O)Nc2cccc3c2O[C@@H](CN(C)S(C)(=O)=O)[C@@H](C)CN([C@H](C)CO)C3=O)cc1	-5	-2	-3	12	0[16.7 µM]	1	.
43	COc1ccc(NC(=O)N2CCCC2C(=O)Nc2cccc(C)c2C)cc1 (stereo unspecified)	0	4	-1	5	0	5	36
44	CS(=O)(=O)N(CC(=O)NC1CCCC1)Cc1ccc(F)cc1	1	-4	-2	3	0	3	3
45	CCCCCOc1ccc2oc(=O)c3c(c2c1)CCCN3C(=O)CN1CCCC(C(=O)OCC)C1 (stereo unspecified)	14	-1	.	.	14	-8	0
46	CO[C@H](CN(C)C(=O)Nc1ccc(F)cc1)[C@H](C)CN(Cc1ccccc1Cl)[C@H](C)CO	16	10	-2	1	.	-1	1
47	COc1ccc(OC)c(S(=O)(=O)N/N=C(/C)c2ccc3c(c2)OCO3)c1	1	0	-1	-3	.	-2	2
48	COc1ccccc1N1CCN(S(=O)(=O)c2cc(C(F)(F)F)cc(C(F)(F)F)c2)CC1	2	-4	2	4	.	8	-6
49	C=C1CCC[C@]2(C)C[C@H]3OC(=O)C(CNC(CC)CO)[C@H]3CC12 (stereo partly specified)	2	-4	-5	2	-19	11	6
50	CCOC(=O)N1CCN(C(=O)C2CCC(=O)N(CCCN3CCCC3=O)C2)CC1 (stereo unspecified)	12	2	2	-1	3	2	4

# Results in ERp5 inh, SIRT5 inh and ARNT TACC3 PPI, for some of the entries so far:
no.	Compound	ERp5 inh	SIRT5 inh	ARNT TACC3 PPI
1	COCC(=O)Nc1ccc2c(c1)C(=O)N(C)C[C@@H](OC)[C@H](C)CN(CCc1ccccc1)[C@@H](C)CO2	3	4	-1
2	C[C@@H]1CN([C@@H](C)CO)C(=O)c2cc(-c3ccc(F)cc3)cnc2O[C@H]1CN(C)C(=O)CN(C)C	3	2	1

# Next structures follow:
nr	Compound	Cneo AK release	ARNT TACC3 PPI	SIRT5 inh	ERp5 inh	miR122 inh	esBAF inh	C2C12 statin
51	CNC(=O)CSc1nc2nc(C)cc(C)n2n1	0	-7	.	.	19	-6	4
52	CCCCNC(=O)C1(C)CCCCN1C(=O)c1sccc1C (stereo unspecified)	-1	.	0	-5	-3	-2	4
53	Cc1ccc(/C=N/N=C/c2ccc(C)cc2)cc1	-5	-4	-3	-6	0	57*	9
54	Cn1c(Nc2ccc(F)cc2)nc2ccccc21	0	1	.	0	-10	-9	-4
55	C[C@H](CO)N1C[C@H](C)[C@@H](CN(C)Cc2ccc(Cl)c(Cl)c2)Oc2ccc(NC(=O)CCN3CCOCC3)cc2CC1=O	1	4	-1	0	-10[16.7 µM]	3	43
56	C[C@@H]1CCCCO[C@@H](CN(C)Cc2ccc(C(=O)O)cc2)[C@@H](C)CN([C@H](C)CO)C(=O)c2cc(NC(=O)Nc3ccc(C(F)(F)F)cc3)ccc2O1	0	0	3	-1	-1[16.7 µM]	-4	.
57	O/C=c1\ccc2cccc3nc(C(F)(F)F)nc1c23	1	-12	3	2	.	-12	-17
58	C[C@@H]1CN([C@@H](C)CO)C(=O)CCCn2nncc2CO[C@@H]1CN(C)C(=O)c1ccc2ccn(C)c2c1	10&-3&-8	-7&-4	-3&-2&-5	6&-3&-3	-5	0&-1&-1	1&-6&3
59	O=C(NCCCN1CCCC1=O)c1c(O)nc2ccccn2c1=O	1	-8	-3	-1	-6	5	2
60	NC(=O)C1(NC(=O)[C@@H]2CC3(CC(c4cccc(NC(=O)[C@@H]5CCC(=O)N5)c4)=NO3)CN2C(=O)Cc2ccc(Cl)cc2)CC1 (stereo partly specified)	-1	-3	.	-2	2	3	1
61	CCOc1cccc(C(c2c(C)n(C)n(-c3ccccc3)c2=O)c2c(C)n(C)n(-c3ccccc3)c2=O)c1OC	2	-7	0	7	-3	8	-12
62	CC(C)Cc1ccc(-c2cc3nc(NCCc4ccc(S(N)(=O)=O)cc4)ccn3n2)cc1	-2	.	20*	-1	0	92*	16
63	CCC(C)NC(=O)Cn1c(=O)n(CCCC(=O)NCc2ccccc2Cl)c(=O)c2ccccc21 (stereo unspecified)	-1	-3	.	.	-3	-3	134*
64	Cc1cc(C)c(NC(N)=S)c(C)c1	0	-5	-4	-3	-2	.	.
65	COc1ccccc1S(=O)(=O)N[C@@H]1CC[C@H](CCn2cc(C3CC3)nn2)O[C@H]1CO	-2	1	2	1	.	-2	-2
66	COC(=O)c1c(-c2ccc(OC)c(OC)c2)csc1N	-2	.	1	5	-2	-12	.
67	COC(=O)c1ccc(CN2CCC(Oc3cccc(C(=O)N4CCCC4)c3)CC2)cc1	-3	-2	-2	2	-4	3	3
68	O=C(COc1ccc2cc(Br)ccc2c1)N1CCCC1	0	-8	-9	-3	.	35	22
69	O=C(CN1CCCC1)Nc1ccc2c(c1)CCC2	.	-6	-11	3	.	.	.
70	CCOC(=O)/C(C#N)=C/c1c(Oc2cc(C)cc(C)c2)nc2ccccn2c1=O	4	-9	.	.	-3	.	.
71	COCC(=O)N1[C@H](CO)[C@H](c2ccc(-c3cccnc3)cc2)[C@@H]1C#N	-2	1	2	-2	.	-7	2
72	C[C@H](CO)N1C[C@H](C)[C@H](CN(C)C(=O)c2ccncc2)OCc2cnnn2CCCC1=O	-1&-2	-4	-3&-5	4&7	3	-1&-1	-5&-13
73	CO[C@H]1CN(C)C(=O)c2cc(NC(=O)Nc3c(C)noc3C)ccc2OC[C@@H](C)N(CC2CC2)C[C@@H]1C	-8	-5	-3	-5	.	-2	8

# Entries 13 through 16 of the list above:
nr	Compound	Cneo AK release	ARNT TACC3 PPI	SIRT5 inh	ERp5 inh	miR122 inh	esBAF inh	C2C12 statin
13	COc1ccc(-c2cc(-c3ccc(OC)cc3)[nH]n2)cc1	-2	-3	.	.	4	64*	9
14	CS(=O)(=O)Nc1ccc2c(c1)[C@@H]1C[C@H](CC(=O)NCc3ccc(-c4ccccc4)cc3)O[C@@H](CO)[C@@H]1O2	-1	-2	.	.	-2[16.7 µM]	-8	-21
15	O=C(O)CC1CCC(=C(Cl)Cl)C1 (stereo unspecified)	-1	24	-2	-3	-6	-6	31
16	CC1CCCC(NC(=O)c2cc(-c3ccncc3)nc3ccccc23)C1C (stereo unspecified)	0	-3	0	-2	-14	-1	-19

# High-throughput results: PubChem, Broad Institute
